GPR55 LPI antagonism: GPR55 antagonists blocking LPI-driven arrestin recruitment, primary screen, imaging, U2OS, beta-arrestin-GFP, LPI agonist (AID 2013); U2OS GPR55 beta-arrestin-GFP translocation imaging, LPI antagonism; higher % means a stronger effect; inhibition, % at 10 µM; hits with a dose series show IC50 in µM; 290,000 tested, 0.13% active;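 active means spots per cell inhibited over 60%, with over 100 cells counted and total cytoplasm intensity under 500,000; inconclusive means wells with under 100 cells, flagged as likely toxic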;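 further: U2OS cells stably carrying GPR55 and arrestin-GFP stimulated by 5 µM LPI near EC80; imaged beta-arrestin-GFP aggregate spots per cell after agonist stimulation; plate controls were LPI-stimulated DMSO wells for no effect and DMSO wells without LPI for full effect; some results filed as inactive read as strong as hits; confirmed hits need IC50 under 10 µM and bright autofluorescent wells are also inconclusive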
SV40 large T antigen: SV40 large T antigen inhibitors, biochemical (AID 1903). SV40 large T antigen ATPase/helicase inhibition assay; higher % means a stronger effect. inhibition, % at 20 µM; hits with a dose series show IC50 in µM. 310,000 tested, 0.39% active; in the data active means a potency from the dose series; inconclusive means inhibition mostly from about 32% at the one dose, without a potency; inactive means the rest, 99 in 100 with inhibition below about 32%; further: strong numbers were not always called active
GPR55 activation: GPR55 agonists via beta-arrestin recruitment, primary screen, imaging, U2OS cells, beta-arrestin-GFP redistribution (AID 1961). U2OS GPR55 beta-arrestin-GFP redistribution imaging; higher % means a stronger effect. activation, % at 10 µM, or EC50 in µM where a hit was titrated. 290,000 tested, 0.048% active;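 active means activation above 40% with more than 50 cells counted in the well; inconclusive means wells holding fewer than 50 cells, flagged as toxic or sparse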;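 further: U2OS osteosarcoma cells stably expressing GPR55 and beta-arrestin-GFP; plate controls were DMSO negative control for no effect and LPI positive control for full effect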
Yfh1-depleted yeast: mitochondrial function rescue without frataxin homolog – Friedreich's ataxia, plus single-dose screen, dose response (AID 1465); S. cerevisiae Yfh1-off respiration, WST-1 reduction, 72 h; higher fold induction means a stronger effect; one-dose fold induction at 50 µM; EC50 in µM for titrated hits; 220,000 tested, 0.074% active;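 active means fold induction of absorbance versus untreated yeast above a set limit, then at least 30% activation at any dose in follow-up; inconclusive means repeats straddling the limit, or above it without dose testing; inactive means fold induction below the set limit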;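 further: activators that raise dye reduction in frataxin-depleted yeast; strong numbers were not always called active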
Dengue-2 NS5 capping: Dengue-2 NS5 methyltransferase inhibitors, primary screen, biochemical, confirmation dose response (AID 588689). 340,000 tested, 0.3% active. one-dose inhibition, % at 25 µM; IC50 in µM for titrated hits. Dengue-2 NS5 methyltransferase capping enzyme assay, biochemical; higher % means a stronger effect; in the data active means a potency from the dose series; inconclusive means inhibition above about 29% without an active follow-up result
MgcRacGAP inhibition: MgcRacGAP GTPase-activating activity inhibitors, confirmation, biochemical, ADP Hunter fluorescence; MgcRacGAP-stimulated Rac1 GTP hydrolysis, ADP Hunter fluorescence; higher % means a stronger effect; GST-tagged Rac1 F28L mutant substrate; inhibition, % at 30 µM, or IC50 in µM where a hit was titrated; 340,000 tested, 0.6% active; AID 624330;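 active means first-screen hits whose inhibition reached a set limit at any dose in the follow-up dose series; inconclusive means inhibition above the set first-screen limit but never retested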;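 further: fluorescence reports GDP produced by GAP-driven GTP hydrolysis; strong numbers were not always called active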
NTR1 ag: NTR1-driven beta-arrestin-GFP spot formation – imaging, U2OS cells, high content, primary screen (AID 493036). P30989. agonist mode. activation, % at 20 µM. 330,000 tested, 0.17% active;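 active means activation at or above 40% of the spot to cytoplasm intensity ratio, with at least 20 cells analyzed; inconclusive means wells under 20 cells, flagged as cytotoxic or low count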;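 further: 0% = DMSO without peptide and 100% = 100 nM NTR1 peptide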
Target sequence (P30989 whole entry, looked up): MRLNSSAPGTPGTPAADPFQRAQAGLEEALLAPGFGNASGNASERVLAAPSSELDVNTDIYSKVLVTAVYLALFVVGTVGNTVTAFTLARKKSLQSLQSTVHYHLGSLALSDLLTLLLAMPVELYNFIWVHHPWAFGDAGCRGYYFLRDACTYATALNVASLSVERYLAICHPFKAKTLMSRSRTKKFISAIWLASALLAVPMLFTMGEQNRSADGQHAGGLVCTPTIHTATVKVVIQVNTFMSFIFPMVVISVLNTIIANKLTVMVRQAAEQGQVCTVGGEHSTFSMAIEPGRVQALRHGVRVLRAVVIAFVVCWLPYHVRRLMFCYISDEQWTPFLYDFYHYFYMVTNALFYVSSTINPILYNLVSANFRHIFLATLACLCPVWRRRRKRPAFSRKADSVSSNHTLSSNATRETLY
GPR35 arrestin U2OS: inhibition of zaprinast-stimulated GPR35 beta-arrestin translocation – imaging, U2OS, beta-arrestin-GFP, zaprinast agonist, primary screen (AID 2058); U2OS GPR35 beta-arrestin-GFP translocation imaging, zaprinast antagonism; higher % means a stronger effect; inhibition, % at 10 µM, or IC50 in µM where a hit was titrated; 290,000 tested, 0.052% active;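 active means inhibition of at least 50% with at least 30 cells and total cytoplasm GFP at most 10,000,000; inconclusive means under 30 cells or total GFP of 10,000,000 plus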
AID2073: inhibitors of Mint1-CaV2.2 protein interaction, biochemical, HTRF (AID 2073); HTRF protein-protein interaction, Mint1-CaV2.2; higher % means a stronger effect; inhibition, % at 20 µM, or IC50 in µM where a hit was titrated; 290,000 tested, 0.19% active; in the data active means inhibition mostly above about 51%, no sharp cut-off; inconclusive means no clear call, values can overlap the other calls; inactive means mostly below about 53%; further: some results filed as inactive read as strong as hits
NTR1 ag cell count 20 µM: recorded beside NTR1 ag, whose call it bears; cell count; measured here: cell count, cytotoxicity flag
Dengue-2 NS5 capping pilot replicate: further read-out of Dengue-2 NS5 capping, marked with its call; inhibition, %; measured here: pilot screen replicate inhibition
Numbers without * were called inactive; i = inactive; ? = inconclusive; · = no result given.

SMILES | GPR55 LPI antagonism | SV40 large T antigen | GPR55 activation | Yfh1-depleted yeast | Dengue-2 NS5 capping | MgcRacGAP inhibition | NTR1 ag | NTR1 ag cell count 20 µM | GPR35 arrestin U2OS | AID2073 | others
Cc1nc2ccccc2n1CCc1ccccc1 | 3% | · | 0.3% | i | 0% | 2% | 0.9 | 48 | 17% | 8%
COc1ccc(S(=O)(=O)NC2CCCCCC2)cc1C(N)=O | 10% | 12% | 0.0% | · | 0% | -3% | 1.9 | 63 | 7% | 14%
COc1ccccc1Oc1c(C)oc2c(CN(C)C)c(O)ccc2c1=O | 15% | -13% | -0.3% | i | -5% | 5% | 0.4 | 52 | -4% | 43%
CCOc1ccccc1C(=O)NCC(=O)NCC1CCCCC1 | 1% | -2% | -0.2% | · | -2% | 8% | 1.6 | 29 | 0% | 2%
O=[N+]([O-])c1ccccc1S(=O)(=O)N1CCN(c2ccccn2)CC1 | -2% | 10% | -0.1% | · | -10% | -1% | 0.0 | 57 | -8% | 1%
CC(C)=C1C2C=CC1C(C(=O)Nc1cccc(C)c1)C2C(=O)O (stereo not drawn) | 3% | 7% | 0.2% | i | 0% | 7% | 0.5 | 42 | -5% | -3%
FC(F)Sc1nc2ccccc2[nH]1 | 3% | 13% | -0.1% | i | -6% | 19% | -1.1 | 38 | 0% | -37%
CCCCN1CCc2c([nH]c3ccc(C)cc23)C1=O | 7% | 24% | -0.3% | i | -2% | 7% | 11 | 78 | -4% | 4%
Cc1ccc(C)c(CSc2nnc(-c3cccs3)n2Cc2ccco2)c1 | 55% | -1% | -0.2% | i | -13% | 5% | 3.6 | 81 | 8% | -4%
COc1ccc(/C=C/CN2CCC(n3nccc3NC(=O)C3CC3)CC2)cc1 | 11% | 10% | -0.2% | · | 3% | 11% | -1.6 | 50 | 1% | 5%
Cc1cc(C)n2nc(-c3sccc3-n3cccc3)cc2n1 | 18% | 0% | 0.3% | i | -8% | 12% | 4.5 | 59 | 3% | 19%
CC(=O)Nc1ccc(N2C(=O)CSC2c2ccc([N+](=O)[O-])cc2)cc1 (stereo not drawn) | 6% | 5% | 2.5% | · | -4% | 5% | -1.0 | 56 | 5% | 6%
COc1ccc(C)cc1NC(=O)C1CCN(C(=O)c2ccco2)CC1 | 6% | 7% | 0.3% | · | -4% | 0% | -0.7 | 38 | 3% | 4%
Cc1cccc(C)c1NC(=O)CNC(=O)c1cncc(Br)c1 | 2% | 7% | 0.0% | · | 0% | -15% | -0.4 | 52 | -11% | 14%
Nc1nc(NCC2CCCO2)nc(NCC2CCCO2)c1[N+](=O)[O-] (stereo not drawn) | -4% | 4% | -0.1% | i | -7% | 7% | 0.3 | 81 | -11% | 2%
COc1ccc(S(=O)(=O)N2CCC(NC(=O)OCc3c(Cl)cccc3Cl)CC2)cc1 | 10% | 14% | 0.4% | i | -8% | 9% | 0.6 | 84 | -5% | 3%
COc1cc(NCCCCCCCN)c2ncccc2c1 | 7% | 4% | -0.3% | i | -1% | 7% | 1.2 | 80 | -17% | 6% | Dengue-2 NS5 capping pilot replicate=-7.8
C/C(=N\NC(=O)Cn1ccc(C(F)(F)F)n1)c1ccc(N2CCOCC2)cc1 | -10% | 5% | 0.0% | i | 7% | 11% | 0.6 | 63 | -7% | -13%
Cc1ccc(S(=O)(=O)NCc2ccc3[nH]c(C)cc3c2)cc1 | 16% | 7% | -0.4% | i | -6% | 0% | -0.9 | 108 | -8% | 12%
CCOC(=O)c1sc2nc(SCC(=O)NCc3ccco3)n(Cc3ccccc3)c(=O)c2c1C | -5% | -2% | -0.1% | i | -4% | 5% | -3.8 | 9 | -11% | 21%
C=CCc1cccc2cc(C(=O)Nc3cccc(C(=O)O)c3)c(=O)oc12 | 6% | 11% | -0.1% | i | · | · | -0.2 | 48 | -9% | 12%
CSc1nc(Sc2cccc(Cl)c2)c2ccccc2n1 | -2% | 0% | 0.2% | i | 2% | 10% | 1.6 | 28 | -4% | 18%
CCOC(=O)C1(CCOc2ccccc2)CCN(CC(O)CO)CC1 (stereo not drawn) | 8% | 5% | 0.0% | · | -1% | 9% | -1.1 | 55 | -2% | 27%
CC(=O)c1c(C)nc(-c2ccc(OCC(=O)Nc3cccc(C)c3C)cc2)n1O | 6% | 7% | 0.4% | i | -14% | 2% | -0.2 | 43 | 5% | ?
Cc1cc(OCC(=O)NC(C)c2ccccc2)ccc1[N+](=O)[O-] (stereo not drawn) | 16% | 3% | -0.1% | i | 3% | 9% | -1.7 | 78 | 1% | -2%
O=C(NCC(c1ccco1)N1CCOCC1)c1cccc([N+](=O)[O-])c1 (stereo not drawn) | 3% | 2% | 0.2% | i | -2% | 5% | 0.3 | 59 | 2% | 29%
Cc1ccccc1C(=O)NNC(=O)/C=C\C(=O)O | 1% | 3% | 0.0% | i | -3% | 10% | 2.6 | 46 | -12% | 8%
CCOC(=O)c1c(NC(C)=O)sc2c(OCC(O)CNC(C)(C)C)c(Br)ccc12 (stereo not drawn) | 51% | · | -0.1% | i | -7% | 9% | 13 | 66 | 26% | -8%
O=C(O)CCc1ccc(-c2ccc(F)cc2)n1CCC(=O)O | 6% | 8% | 0.2% | i | -2% | 9% | 0.6 | 54 | -6% | 10%
COCCSc1nnc(-c2cnccn2)o1 | 11% | -4% | 0.2% | i | -2% | 4% | -1.7 | 91 | 6% | 15%
Cc1ccc(C)c(NC(=O)N2CCc3ccccc3C2)c1 | 2% | -1% | -0.1% | · | -3% | 10% | 1.8 | 70 | 10% | 4%
COc1ccc(NC(=S)NCc2ccc(S(N)(=O)=O)cc2)c(OC)c1 | 7% | -3% | -0.3% | i | -4% | 8% | 0.0 | 52 | 17% | 8%
CN(CC(=O)NC1CCCc2ccccc21)S(=O)(=O)c1cccs1 (stereo not drawn) | 5% | 5% | -0.3% | i | -1% | 0% | 0.4 | 54 | -7% | 1%
O=C(O)CCCC(=O)Nc1ccccc1C(=O)N1CCCC1 | -14% | 9% | 0.2% | i | -3% | 6% | -1.5 | 51 | 2% | -2%
CSc1ccc(/C=N/n2c(C)nc3ccccc3c2=O)cc1 | -4% | · | 0.5% | · | -6% | 5% | -1.1 | 72 | -3% | 11%
O=C(CCN1CCOCC1)NCC1COc2ccccc2O1 (stereo not drawn) | -2% | 1% | -0.3% | i | 4% | 6% | -1.9 | 82 | -6% | 8%
CCc1cccc2c(=O)c(C(=O)NCCCOC)c[nH]c12 | 9% | 0% | -0.1% | i | -3% | 6% | 0.1 | 55 | 2% | 6%
CCc1cccc2c(C(=O)COC(=O)/C=C/c3ccc(O)c(OC)c3)c[nH]c12 | 7% | 15% | -0.1% | i | 0% | 13% | 9.5 | 66 | -23% | 14%
O=C(Nc1cccc(S(=O)(=O)N2CCOCC2)c1)c1cn(-c2ccccc2)nc1-c1ccccc1 | 6% | 13% | -0.2% | i | 7% | 12% | -0.2 | 93 | 11% | 23%
O=C(CCSc1ccccc1)Nc1ccc(S(=O)(=O)Nc2ncccn2)cc1 | 2% | 2% | 1.0% | i | -2% | 2% | -0.3 | 49 | -4% | 1%
C(=N\N1CCN(Cc2cccc3ccccc23)CC1)/c1cccs1 | -2% | 9% | 0.2% | i | -11% | -6% | 0.2 | 64 | -7% | -5%
Cc1ccc(-c2noc(CCC(=O)NCCN3CCc4ccccc4C3)n2)cc1 | 2% | 1% | -0.3% | i | -4% | 9% | 0.3 | 56 | 7% | -6%
Cc1occc1C(=O)NNC(=O)c1ccc(F)cc1 | -18% | 2% | -0.1% | i | -2% | 5% | -1.1 | 80 | 0% | 4%
COCCNC(=O)[C@H]1N2C(=O)c3c(ccc(OC)c3OC)C2SC1(C)C (stereo partly drawn) | -7% | 3% | 0.0% | · | 5% | 13% | 0.1 | 87 | -9% | 22%
COc1ccc(CCNC(=O)Cn2nnc(-c3ccc(OC)c(OC)c3)n2)cc1OC | -10% | 25% | -0.2% | i | 2% | 9% | -1.3 | 62 | 15% | 11%
CC1CCCC(NC(=O)COC(=O)[C@@H](NC(=O)c2ccco2)C(C)C)C1C (stereo partly drawn) | -3% | 11% | 0.5% | i | 2% | 12% | -0.1 | 86 | 1% | 12%
COc1ccccc1NC(=O)Nn1cnnc1 | 2% | 14% | 0.2% | i | -3% | 7% | -0.5 | 35 | 2% | -5%
O=C(Nc1nncs1)c1cccc(S(=O)(=O)N2CCc3ccccc32)c1 | -4% | 7% | 0.3% | i | -8% | 6% | -0.1 | 37 | -6% | -4%
O=c1oc2ccccc2c(N2CCOCC2)c1[N+](=O)[O-] | 10% | -4% | 0.0% | i | -9% | 0% | 0.0 | 52 | 9% | 5%
CCCCc1ccc(S(=O)(=O)N2CCN(C(=O)c3ccco3)CC2)cc1 | 9% | 14% | -0.1% | i | -2% | 9% | 0.4 | 57 | 3% | -3%

Among those listed so far, 2 contain bromine:
SMILES | GPR55 LPI antagonism | SV40 large T antigen | GPR55 activation | Yfh1-depleted yeast | Dengue-2 NS5 capping | MgcRacGAP inhibition | NTR1 ag | NTR1 ag cell count 20 µM | GPR35 arrestin U2OS | AID2073 | others
Cc1cccc(C)c1NC(=O)CNC(=O)c1cncc(Br)c1 | 2% | 7% | 0.0% | · | 0% | -15% | -0.4 | 52 | -11% | 14%
CCOC(=O)c1c(NC(C)=O)sc2c(OCC(O)CNC(C)(C)C)c(Br)ccc12 (stereo not drawn) | 51% | · | -0.1% | i | -7% | 9% | 13 | 66 | 26% | -8%

The list goes on:
SMILES | GPR55 LPI antagonism | SV40 large T antigen | GPR55 activation | Yfh1-depleted yeast | Dengue-2 NS5 capping | MgcRacGAP inhibition | NTR1 ag | NTR1 ag cell count 20 µM | GPR35 arrestin U2OS | AID2073 | others
Cc1cccn2c(=O)c3cc(C#N)c(=N)n(Cc4ccncc4)c3nc12 | 4% | 2% | -0.3% | · | · | · | -0.8 | 58 | -9% | 6%
NC(=O)C1CCN(C(=O)C23CC4CC(CC(C4)C2)C3)CC1 | 12% | -1% | -0.1% | i | -5% | -1% | -1.4 | 64 | 0% | 2%
Cc1ccccc1N/C(=N/S(=O)(=O)c1cc(F)ccc1F)c1ccccc1 | -10% | -5% | 0.0% | · | 4% | 10% | 0.9 | 29 | 9% | -8%
CCCCCCC1CCC(C(=O)Nn2c(C)nc3ccccc3c2=O)CC1 (stereo not drawn) | -10% | 5% | -0.1% | i | -7% | 10% | 3.4 | 51 | 11% | 15%

High-throughput results deposited in PubChem BioAssay by several laboratories.
